Screening data from PubChem.
HEK293 tox – cytotoxicity in counter-screen for GLP-1R inverse agonists | hit rate 0.13% among 410,000 | HEK293 cAMP-luciferase reporter cells, luminescence, 24 h | AID 624418 | Potency, µM (highest dose often 38.3 µM), without a hit: top-dose activity change, negative = inhibition, most hits filed as inhibitors;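 further: loss of luciferase light is scored as toxicity; on the % scale 0 is the no-effect control and ±100 the full control effect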
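Step one: seed cells (200 cells/uL, DMEM with 10% Nu serum, 1% pen-strep). Step two: 12-hour incubation at 37 deg C. Step three: pin 23 nL compound, incubate 24 hr. Step four: add luciferase reagent, read luminescence 12 min later.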
HT1080-NT tox – kills 2HG-producing HT-1080-NT fibrosarcoma cells; HT-1080-NT fibrosarcoma viability, CellTiter-Glo ATP luminescence, 48 h; hit rate 1.6% among 360,000; Potency, µM (series often up to 46.1 µM), for the others: at the top dose activity, negative = less viability, most hits filed as cytotoxic;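 further: NT is the 2HG producing partner of a matched IDH1 knockdown line; 0% = DMSO-treated cells and -100% = media-only wells without cells; nearly all actives have a fitted effect of over 55% in size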
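HT-1080-NT fibrosarcoma cells (2HG-overproducing), 750 cells/well in RPMI with 5% FBS, dosed after 2 h and incubated 48 h at 37C. CellTiter-Glo luminescence normalized to DMSO and no-cell wells; concentration-response curves fitted and classed.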
GLP1R inv ag – GLP-1 receptor (human) inverse agonism. HEK293 GLP-1R CRE-luciferase, luminescence, 24 h; GLP-1R form is constitutively active. Potency, µM (doses to about 38.3 µM), for inactives: at the highest dose activity change, negative = inhibition, most hits filed as inhibitors. hit rate 1.6% among 410,000. AID 624417; further: on the % scale 0 is the no-effect control and ±100 the full control effect; nearly all actives have a fitted effect of over 55% in size
Target sequence (P43220 whole entry, looked up): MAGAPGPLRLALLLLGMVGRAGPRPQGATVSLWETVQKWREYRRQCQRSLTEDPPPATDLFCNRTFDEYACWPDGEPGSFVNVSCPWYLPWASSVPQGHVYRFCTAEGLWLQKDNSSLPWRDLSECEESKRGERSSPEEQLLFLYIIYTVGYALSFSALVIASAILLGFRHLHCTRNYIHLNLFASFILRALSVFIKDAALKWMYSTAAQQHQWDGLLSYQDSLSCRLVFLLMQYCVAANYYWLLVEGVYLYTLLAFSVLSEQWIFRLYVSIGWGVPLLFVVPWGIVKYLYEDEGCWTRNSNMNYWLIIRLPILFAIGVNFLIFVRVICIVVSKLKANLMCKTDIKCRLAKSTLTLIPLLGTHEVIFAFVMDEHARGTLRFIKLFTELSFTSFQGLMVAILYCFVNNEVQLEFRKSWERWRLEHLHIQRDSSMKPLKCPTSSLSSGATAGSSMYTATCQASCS
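Constitutively active GLP-1R drives a cAMP-responsive luciferase in stably transfected HEK293 cells; test compounds are added after overnight (12 h) attachment and left 24 hr, and signal loss in luminescence marks inhibition.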
TDP43 rescue – inhibitors of TDP-43 toxicity in yeast. hit rate 1.8% among 410,000. TDP-43 expressing yeast growth rescue, BacTiter-Glo, 24 h. Potency, µM (highest dose often 46.1 µM), without a hit: top-dose growth rescue (activation), most hits filed as activators; further: % of control where 0% means no effect; nearly all actives have a fitted effect of over 50% in size
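Yeast cells expressing TDP-43 under galactose induction are exposed to compounds for 24 hr at 30 deg C. BacTiter-Glo luminescence measures growth, so protective compounds score as activators.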
SW480 rerep – inducers of DNA re-replication in SW480 colon cancer cells; SW480 DNA re-replication, Hoechst DNA content imaging, 48 h; Potency, µM (titrated, usually from 46.1 µM), inactives show top-dose re-replication activation, usual class: activators; AID 624297; hit rate 1.8% among 340,000; further: % of control where 0% means no effect; nearly all actives have a fitted effect of over 55% in size
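250 cells/well; 23 nL cpd via pin tool; 48 hr, 37 C, 5% CO2; Hoechst 40 min; imager read of total nuclear intensity, ex 405/em 500-530 nm.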
KB-3-1 cytotox – kills parental KB-3-1 adenocarcinoma cells. hit rate 1.4% among 400,000. Potency, µM (titrated, usually from 46.1 µM), without a hit: at the highest dose activity change, negative = cytotoxic, actives largely listed as cytotoxic. KB-3-1 viability, CellTiter-Glo ATP luminescence, 72 h; further: on the % scale 0 is the no-effect control and ±100 the full control effect; nearly all actives have a fitted effect of over 60% in size
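Multi-concentration cytotoxicity screen in KB-3-1 cells grown in DMEM lacking phenol red with 10% FBS. After 72 h at 37 °C with compound, ATP-dependent luminescence was recorded.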
HT1080 IDH1KD tx – HT-1080 IDH1 knockdown cell toxicity (counter line) | HT-1080 IDH1 knockdown viability, ATP luminescence, 48 h | Potency, µM (highest dose often 46.1 µM), for the others: top-dose activity, negative = toxicity, hits mostly cytotoxic | hit rate 2% among 360,000;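 further: 0% = DMSO wells and -100% = cell-free medium wells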
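After a 2 h attachment period, IDH1KD HT-1080 cells took pin-transferred compound for 48 h at 37 °C; ATP-based luminescence after 10 min room-temperature reagent incubation reported viability.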
GLP1R ag – activates the human GLP-1 receptor. AID 624172. HEK293 GLP-1R CRE-luciferase, luminescence, 4-6 h; cells express a hypersensitive GLP-1R form. hit rate 0.007% among 380,000. Potency, µM (series often up to 45.6 µM), for the others: at the top dose activation, actives largely listed as activators. P43220; further: % of control where 0% means no effect
KB-V1 cytotox – kills drug-selected multidrug resistant KB-V1 cells | Potency, µM (doses to about 46.1 µM), inactives show at the top dose activity change, negative = cytotoxicity, hits mostly cytotoxic | hit rate 3.4% among 400,000 | KB-V1 MDR cells viability, CellTiter-Glo, 72 h; further: on the % scale 0 is the no-effect control and ±100 the full control effect; nearly all actives have a fitted effect of over 60% in size
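Following 72 h at 37 degrees C with compound, KB-V1 cell viability was read by CellTiter-Glo luminescence, medium being phenol-red-free DMEM plus 10% FBS; concentration-response parameters came from normalized, curve-fitted qHTS data.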
* hit, by the source's call; ? = inconclusive; . = not tested or not shown; [ ] = remark or other dose. The call rests on the fitted dose curve; in most records, active means well fitted curve in the direction sought with a large enough effect; inconclusive means small, poorly fitted or top-dose-only effect, or another doubt; inactive means no such curve, though single readings can be large; an effect the other way counts as inactive or inconclusive. Potency means the concentration at half of the fitted maximal effect.

SMILES	HEK293 tox	HT1080-NT tox	GLP1R inv ag	TDP43 rescue	SW480 rerep	KB-3-1 cytotox	HT1080 IDH1KD tx	GLP1R ag	KB-V1 cytotox
Cc1ccccc1CC(=O)NCCN1CCCCC1	-1.5%	9.2%	0.9%	-1.9%	-80.1%	8.2%	14.6%	-0.8%	10.6%
COc1cccc(CNc2nc3ccc(C)cc3n3cnnc23)c1	1.1%	?	23.5%	-0.4%	-6.7%	14.3%	-7.8%	2.3%	-20.2%
CC(=O)c1cccc(NC(=O)c2cc(S(=O)(=O)N3CCCCC3)ccc2N2CCOCC2)c1	-0.9%	-7.7%	14.6%	23.0%	.	-24.5%	-16.1%	2.6%	-15.6%
COc1ccc(N2CCN(C(=O)Cn3ncc4c3-c3cc(C)ccc3OC4)CC2)cc1	2.4%	.	8.6%	6.4%	.	3.4%	.	.	7.1%
CCCCn1c(COc2cccc(OC)c2)nc2ccccc21	38.2%[activator]	.	?	0.0%	.	-2.4%	.	.	-11.1%
Cc1ccc(S(=O)(=O)N2CCCC2C(=O)OCC(=O)Nc2ccc3c(c2)OCO3)cc1 (stereo not given)	-14.2%	1.3%	2.1%	24.8%	-4.0%	-7.6%	6.6%	0.6%	12.1%
COc1cccc(Cn2c(SCC(=O)N(C)c3ccccc3)nc3ccccc32)c1	-3.7%	.	?	17.8µM*	.	5.0%	.	.	?
O=C(Nc1nc2ccc(Cl)cc2s1)c1cccc(N2C(=O)CCC2=O)c1	11.0%	2.7%	26.2%	14.7%	-2.6%	23.2%	6.6%	2.1%	3.5%
COc1ccc(-c2cc(CNC(=O)CN(C)Cc3ccccc3)on2)cc1	7.3%	-3.5%	-1.3%	4.9%	-6.4%	0.9%	-4.3%	11.3%	2.59µM*
O=[N+]([O-])c1ccc(CN2CCCCCC2)s1	-11.4%	3.7%	4.5%	13.6%	?	23.1µM*	3.7%	-2.5%	?
COc1ccc(C(=O)/C=C/Nc2ccc([N+](=O)[O-])cc2C)cc1OC	32.9%	12.6%	1.8%	-3.0%	1.6%	-1.9%	7.7%	0.9%	0.0%
Cc1nc2cc(C(=O)O)ccc2s1	9.6%	-3.1%	8.1%	?	-0.9%	13.5%	7.2%	0.4%	4.1%
CC(C)OCCCN1CN(S(=O)(=O)c2ccc(Cl)cc2)c2nc3ccccc3nc21	12.4%	-21.8%	?	-3.4%	0.3%[9.22 µM]	-8.8%	-4.9%	3.0%	0.0%
CC1(c2nnc(-c3ccccc3)o2)CC(c2cccc(Cl)c2)=NO1 (stereo not given)	5.5%	-5.7%	?	?	-0.1%	-6.4%	-4.3%	-2.3%	-6.5%
Cc1ccc(NS(=O)(=O)Cc2ccccc2)nc1	?	21.0%	-7.4%	-0.4%	-66.7%[inhibitor]	16.0%	6.3%	-3.8%	27.2%
COc1ccc(NC(=O)c2cccs2)cc1O	-3.6%	7.8%	33.4%[activator]	0.1%	-0.9%	3.2%	4.6%	0.3%	4.0%
O=C(O)c1ccc[n+](Cc2ccc([N+](=O)[O-])cc2)c1	-14.7%	5.4%	2.1%	6.8%	-3.6%	10.2%	0.7%	0.9%	0.4%
COc1ccc(C(=O)Nc2ccc(Cl)cn2)cc1Cl	-1.3%	0.0%	-22.0%	16.9%	?	-4.8%	-2.6%	-0.2%	-0.3%
Cc1ccc(NC(=O)CSCC(=O)NC2CCCCC2)cc1	-8.7%	5.0%	-7.3%	-16.4%	-1.3%	-3.8%	-0.3%	6.2%	-6.2%
c1ccc(-c2nnc(CSc3ccc4c(c3)OCCO4)o2)cc1	-3.9%	-20.1%	?	12.6µM*	-20.0%	-22.5%	-9.1%	5.7%	-8.0%
O=C(NCc1ccc(F)cc1)C1CCC(CNc2c(N3CCOCC3)c(=O)c2=O)CC1 (stereo not given)	2.7%	5.6%	14.5%	2.8%	-20.5%	17.9%	6.8%	5.8%	5.5%
CCc1nc2c(sc3nc4c(cc32)COC(C)(C)C4)c(=O)n1Cc1ccco1	-10.6%	?	?	-9.7%	-6.2%	?	13.3%[9.24 µM]	-6.3%	11.6µM*
O=C(CN1CCOCC1)Nc1ccc([N+](=O)[O-])cc1Br	5.5%	0.1%	35.1%[activator]	23.2%	-0.3%	-10.7%	-0.8%	-1.7%	-16.7%
O=C(c1cnn(C(=O)COc2ccccc2F)c1)c1cc(F)ccc1O	16.9%	11.1%	-5.9%	24.0%	.	23.2%	-1.6%	-1.4%	8.1%
COc1ccccc1C(CNC(=O)CN(C)S(=O)(=O)c1ccc(C)cc1)N1CCCC1 (stereo not given)	6.3%	6.3%	-19.6%	17.4%	-2.7%	0.5%	10.0%	5.2%	1.6%

Seven entries from above, reformatted:
compound | HEK293 tox | HT1080-NT tox | GLP1R inv ag | TDP43 rescue | SW480 rerep | KB-3-1 cytotox | HT1080 IDH1KD tx | GLP1R ag | KB-V1 cytotox
Cc1ccc(NC(=O)CSCC(=O)NC2CCCCC2)cc1 | -8.7% | 5.0% | -7.3% | -16.4% | -1.3% | -3.8% | -0.3% | 6.2% | -6.2%
c1ccc(-c2nnc(CSc3ccc4c(c3)OCCO4)o2)cc1 | -3.9% | -20.1% | ? | 12.6µM* | -20.0% | -22.5% | -9.1% | 5.7% | -8.0%
O=C(NCc1ccc(F)cc1)C1CCC(CNc2c(N3CCOCC3)c(=O)c2=O)CC1 (stereo not given) | 2.7% | 5.6% | 14.5% | 2.8% | -20.5% | 17.9% | 6.8% | 5.8% | 5.5%
CCc1nc2c(sc3nc4c(cc32)COC(C)(C)C4)c(=O)n1Cc1ccco1 | -10.6% | ? | ? | -9.7% | -6.2% | ? | 13.3%[9.24 µM] | -6.3% | 11.6µM*
O=C(CN1CCOCC1)Nc1ccc([N+](=O)[O-])cc1Br | 5.5% | 0.1% | 35.1%[activator] | 23.2% | -0.3% | -10.7% | -0.8% | -1.7% | -16.7%
O=C(c1cnn(C(=O)COc2ccccc2F)c1)c1cc(F)ccc1O | 16.9% | 11.1% | -5.9% | 24.0% | . | 23.2% | -1.6% | -1.4% | 8.1%
COc1ccccc1C(CNC(=O)CN(C)S(=O)(=O)c1ccc(C)cc1)N1CCCC1 (stereo not given) | 6.3% | 6.3% | -19.6% | 17.4% | -2.7% | 0.5% | 10.0% | 5.2% | 1.6%

(further entries)
SMILES	HEK293 tox	HT1080-NT tox	GLP1R inv ag	TDP43 rescue	SW480 rerep	KB-3-1 cytotox	HT1080 IDH1KD tx	GLP1R ag	KB-V1 cytotox
CCCCNCC#CCOc1cc(C)ccc1C(C)C	-2.3%	-18.4%	?	-0.8%	-0.7%	0.1%	-1.4%	-3.8%	17.6%
CCC/C(O)=C1\C(=O)CC(c2ccccc2)CC1=NCCc1c(C)[nH]c2ccccc12 (stereo not given)	0.7%	8.0%	?	0.2%	3.1%	-22.8%	-8.5%	-2.2%	-15.2%
COC(=O)c1sc(N2CCN(c3ccc(Cl)cc3)CC2)nc1N	6.2%	-2.2%	8.8%	-18.9%	-142.2%[inhibitor]	-14.7%	?	20.9%	?
COc1ccc(C(=O)Nc2cc(C(=O)c3ccccc3)c(C)oc2=O)cc1	-22.8%	-2.9%	0.0%	?	?	5.3%	-2.2%	-10.6%	1.6%
CCCCn1nnnc1C(c1cc2ccccc2o1)N1CCN(C/C=C/c2ccccc2)CC1 (stereo not given)	?	?	?	3.2%	.	?	?	-0.5%	?
CCc1ccc(-c2cc(C)no2)cc1S(=O)(=O)N1CCN(c2ccc(OC)cc2)CC1	1.2%	?	?	-9.0%	23.8%	?	?	11.8%	?
CCn1ccc2cc(S(=O)(=O)N3CCC(C(=O)NCc4ccc(OC)cc4)CC3)ccc21	13.2%	.	?	?	.	-3.1%	.	.	6.4%
COc1ccc(CCNC(=O)c2ccc3c(Cl)c4c(nc3c2)CCCC4)c(OC)c1	2.4%	.	?	35.5µM*	.	?	.	0.6%	-25.2%
CN1CC(=O)N(CC(=O)Nc2ccc(F)cc2)c2ccccc2C1=O	-0.4%	0.1%	0.2%	-9.3%	0.1%	13.9%	1.3%	-2.7%	?
COc1ccc(Cn2cnc([N+](=O)[O-])c2)cc1[N+](=O)[O-]	-2.9%	0.8%	21.0%	-5.6%	-17.6%	11.4%	6.6%	6.0%	23.0%
Cc1ccc(CNc2ncnc3cc(Cl)ccc23)cc1	-22.4%	?	?	23.4%	-19.8%	?	23.1µM*	-5.9%	-18.2%
O=C(c1cccs1)N1N=C(c2ccccc2)CC1c1ccc(O)cc1 (stereo not given)	-29.6%	-9.6%	94.2%[activator]	21.1%	5.4%	-3.0%	-6.7%	4.4%	13µM*
COc1cccc(N2CCN(CC(=O)NC(C)c3ccccc3)CC2)c1 (stereo not given)	-0.7%	21.5%	?	0.0%	-2.9%	-11.0%	11.2%	-3.2%	-22.8%
O=C(NCc1ccncc1)c1nc(-c2cccs2)no1	18.5%	13.9%	34.3%[activator]	-20.6%	-8.0%	1.6%	14.6%	-0.6%	-22.6%
CCn1c(C(C)NC(=O)c2ccc(OC)c(OC)c2)nc2ccccc21 (stereo not given)	-14.3%	-8.8%	22.3%	-6.0%	-3.5%	-0.7%	3.4%	22.0%	-21.7%
Cc1c(Cl)cccc1NC(=O)N1CCCC1	-18.1%	-11.5%	4.6%	3.4%	?	-3.9%	18.3%	6.2%	2.7%
COc1ccc(NC(=O)C(=O)NCCC2CCCCN2S(=O)(=O)c2ccccc2)cc1 (stereo not given)	-10.7%	?	?	15.1%	14.6µM*	4.61µM*	13µM*	1.0%	?
CC1CCCCC1NC(=O)CCn1c(=O)oc2ccccc21 (stereo not given)	-6.2%	0.0%	-3.8%	-0.8%	-2.4%	0.9%	?	0.7%	?
O=C(/C=C/c1ccccc1[N+](=O)[O-])NCc1ccccc1Cl	-22.0%	-12.7%	-6.9%	-3.0%	4.6%	-1.2%	-11.7%	-0.9%	-13.0%
O=C(O)c1cc2ccccc2n1-c1ccccc1	19.0%	0.7%	2.5%	8.1%	-6.2%[9.22 µM]	0.0%	6.1%	1.3%	22.6%

Rows are unselected (roughly 9.4% active in at least one column).
